ELG1 genotoxic: inducers of genotoxicity in HEK293T ELG1-luciferase cells. 330,000 compounds, 1.3% hits. AID 504466. Potency, µM (series often up to 46 µM), for inactives: at the top dose activity change, positive = activation, most hits filed as activators. HEK293T ELG1-luciferase reporter, luminescence, 16 h; note: potency is the fitted concentration of half-maximal effect; % of control where 0% means no effect; nearly all actives have a fitted effect of over 60% in size
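16 hr compound incubation (37 °C, 5% CO2) of HEK293T cells carrying luciferase-tagged ELG1; luciferase then measured by ONE-Glo luminescence after 30 min at RT.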
Eya2 inh: Eya2 (human) phosphatase inhibition. O00167. recombinant Eya2, OMFP fluorescence dephosphorylation (OMFP is methylfluorescein phosphate). Potency, µM (top dose mostly 76.9 µM), for inactives: at the top dose activity, negative = inhibition, usual class: inhibitors. 330,000 compounds, 0.006% hits. AID 488837; note: potency is the fitted concentration of half-maximal effect; % is set by controls: 0 for no effect and ±100 for the full control effect
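Eya2 protein (added as 0.2 uM solution) was preincubated with compound for 10 min at ambient temperature in 50 mM HEPES pH 7.5, 50 mM NaCl, 5 uM MgCl2, 0.05% BSA, 1 mM DTT. OMFP (added at 50 uM) then reacted 10 min; fluorescence read at 485/525 nm.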
TRPV1 agonist: human TRPV1 agonism; TRPV1-expressing cells, Fluo-8 calcium influx, agonist mode; Q8NER1; activation, % at 8.33 µM; 320,000 compounds, 0.19% hits; in the data active = activation above about 80%; inconclusive = between about 30% and that limit; note: 0% is about no effect
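TRPV1-expressing cells were cultured overnight at 35.5C and loaded with Fluo-8 calcium dye for 40 to 90 min at room temperature. After a 10 s baseline, compound was added and calcium influx was read kinetically for 3 min (ex 480/em 520 nm).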
PTAP TSG101 blk: blocks PTAP/TSG101 interaction to inhibit HIV-1 budding | Q99816 | Fluorescence polarization, FITC-PTAP peptide / Tsg101 binding | Potency, µM (doses to about 115 µM), without a hit: at the top dose activity change, negative = inhibition, most hits filed as inhibitors | 340,000 tested, under 10 active; active = well fitted inhibition curve with a large enough effect in the main read-out, with a control signal flat, not every such curve was filed as active; inconclusive = small, poorly fitted or top-dose-only effect, or effect the other way, or a change in a side signal; inactive = no such curve, though single readings can be large or run the other way; note: potency is the fitted concentration of half-maximal effect; % of control where 0% means no effect
Target sequence (Q99816 whole entry, looked up): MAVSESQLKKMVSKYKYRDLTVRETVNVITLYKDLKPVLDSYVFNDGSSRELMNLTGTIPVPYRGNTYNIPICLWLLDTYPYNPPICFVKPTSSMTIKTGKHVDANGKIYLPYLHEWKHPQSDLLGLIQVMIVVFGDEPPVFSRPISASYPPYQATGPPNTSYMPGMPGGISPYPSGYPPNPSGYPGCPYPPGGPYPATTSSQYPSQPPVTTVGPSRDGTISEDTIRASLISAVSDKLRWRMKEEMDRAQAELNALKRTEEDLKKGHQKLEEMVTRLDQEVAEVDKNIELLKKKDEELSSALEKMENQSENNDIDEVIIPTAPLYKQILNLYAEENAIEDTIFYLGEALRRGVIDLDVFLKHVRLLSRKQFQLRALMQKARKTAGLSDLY
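Fluorescence anisotropy tracks displacement of a FITC-tagged PTAP peptide (50 nM) from the Tsg101 binding domain (10 uM), following a 20 min room-temperature incubation at pH 7.5.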
a7 integrin act: activators of alpha7 integrin expression for muscular dystrophy | alpha7betagal myoblasts, beta-gal FDG fluorescence, 48 h | Potency, µM (series often up to 38.3 µM), for inactives: top-dose activation, most hits filed as activators | 350,000 compounds, 0.064% hits | AID 624291;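 note: potency is the fitted concentration of half-maximal effect; 100% = response of the positive control SU9516; nearly all actives have a fitted effect of over 60% in size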
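alpha7betagal+/- myoblasts (passage 13, 250/well) treated 48 h at 37C with compounds at 1:260 dilution of DMSO stock. Lysed, then beta-galactosidase activity read as FDG fluorescence (ex 480/em 540) after 30 min, with pre-read for autofluorescence.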
uPA generation: blocks generation of uPA at the cell surface. 330,000 compounds, 0.31% hits. Potency, µM (top dose mostly 38.3 µM), inactives show top-dose activity change, negative = inhibition, most hits filed as inhibitors. cell surface uPA generation assay, qHTS; active = well fitted inhibition curve with a large enough effect; inconclusive = small, poorly fitted or top-dose-only effect; inactive = no such curve, though single readings can be large or run the other way; tested in mouse RAW 264.7 cells; note: potency is the fitted concentration of half-maximal effect; % is set by controls: 0 for no effect and ±100 for the full control effect; nearly all actives have a fitted effect of over 55% in size
B2AR arrestin: agonists driving beta-arrestin recruitment to human beta2-adrenergic receptor. P07550. beta-arrestin recruitment to beta2AR, cell-based reporter. Potency, µM (top dose mostly 46.1 µM), for the others: at the highest dose activation, actives largely listed as activators. 330,000 compounds, 0.02% hits. AID 492947;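 note: potency is the fitted concentration of half-maximal effect; 0% = DMSO controls and full agonism = EC100 isoproterenol or metaproterenol; nearly all actives have a fitted effect of over 65% in size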
Target sequence (P07550 whole entry, looked up): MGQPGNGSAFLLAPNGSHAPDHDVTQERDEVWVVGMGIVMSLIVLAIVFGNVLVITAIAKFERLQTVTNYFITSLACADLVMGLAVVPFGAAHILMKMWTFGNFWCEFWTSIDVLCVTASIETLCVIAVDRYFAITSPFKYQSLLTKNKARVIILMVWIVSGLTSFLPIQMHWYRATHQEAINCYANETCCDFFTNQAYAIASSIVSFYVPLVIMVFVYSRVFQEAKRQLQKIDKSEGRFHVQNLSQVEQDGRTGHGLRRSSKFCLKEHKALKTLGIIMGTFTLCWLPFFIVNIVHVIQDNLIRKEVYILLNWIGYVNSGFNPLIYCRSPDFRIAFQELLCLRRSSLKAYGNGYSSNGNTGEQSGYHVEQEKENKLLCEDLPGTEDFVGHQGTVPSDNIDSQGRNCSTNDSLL
p53 reactivation: mutant p53 re-activation in reporter cells; H1299 p53-A138V BP100-luciferase reporter, luminescence, 24 h; 320,000 compounds, 0.063% hits; Potency, µM (highest dose often 92.2 µM), inactives show top-dose activity change, positive = activation, usual class: activators; note: potency is the fitted concentration of half-maximal effect; % of control where 0% means no effect; nearly all actives have a fitted effect of over 45% in size
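H1299 (p53-null), stable ts p53-A138V + BP100-Luc; 1000 cells/well, Opti-MEM/10% FBS; cpd 4 pt, 1:5; 24 h, 37 deg C, 5% CO2; detection reagent 10 min RT; luminescence.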
BRCA1 expr up: BRCA1 expression activation. MCF7-BRCA1-FFLuc reporter, luminescence, 48 h; response scale: scaled: vehicle 0%, 10 µM genistein 100%. Potency, µM (titrated, usually from 46.1 µM), inactives show at the highest dose activation, actives largely listed as activators. 380,000 compounds, 1.1% hits; note: potency is the fitted concentration of half-maximal effect; nearly all actives have a fitted effect of over 80% in size; some results filed as inactive show a strong effect at the top dose
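Luminescence from a BRCA1-driven firefly luciferase in MCF7 cells was read after 48 h compound exposure at 37 C. Data normalized against DMSO and a 10microM genistein activation control, then curve-fitted across the titration.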
ASM inhibitor: inhibitors of human secretory acid sphingomyelinase | P17405 | placental ASM, HMU-PC fluorogenic substrate, 60 min | Potency, µM (titrated, usually from 57.5 µM), without a hit: top-dose activity change, negative = inhibition, hits mostly inhibitors | 340,000 compounds, 0.006% hits | AID 504937; note: potency is the fitted concentration of half-maximal effect
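Human placenta-derived ASM preincubated with compound 10 min at room temperature, then reacted with 9 uM (final) fluorogenic HMU-PC substrate for 60 min at 37 C. Stop solution raises pH to 10; fluorescence read at Ex 386/Em 447 nm.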
USP2a inh: inhibitors of human ubiquitin-specific protease USP2a; O75604; 330,000 compounds, 0.01% hits; AID 463254; Potency, µM (doses to about 38.3 µM), inactives show at the top dose activity change, negative = inhibition, usual class: inhibitors; USP2 core, Ub-CHOP2 coupled fluorogenic reporter, 485/531;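 note: potency is the fitted concentration of half-maximal effect; plate controls were DMSO wells for no effect and full inhibition by NEM control for full effect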
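Deubiquitinase activity read as fluorescence (485/531 nm) after Ub-CHOP2 cleavage activates the enterokinase reporter on its substrate; USP2 core 10nM, Ub-CHOP2 and substrate 25nM each, 30min compound preincubation then 60min RT; data normalized to NEM, curves fitted.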
An asterisk follows results filed as active; ? = inconclusive; nt = no result given; [ ] = remark or other dose. Unless noted, calls come from the whole dose curve; as a rule, active = well fitted curve in the direction sought with a large enough effect; inconclusive = small, poorly fitted or top-dose-only effect, or another doubt; inactive = no such curve, though single readings can be large; an effect the other way counts as inactive or inconclusive.

no.	canonical_smiles	TRPV1 agonist	PTAP TSG101 blk	BRCA1 expr up	a7 integrin act	Eya2 inh	uPA generation	ELG1 genotoxic	USP2a inh	ASM inhibitor	p53 reactivation	B2AR arrestin
1	COCCOC1CCN(C(=O)C2CCC(=O)N(CCc3ccccc3)C2)CC1 (stereo not given)	-5.4	-6.7%	3.2%	10.5%	1.8%	-1.2%	2.0%	-3.9%	1.2%	-6.8%	0.6%
2	Cc1ccc(N2C(=O)N(CC(=O)Nc3ccc(F)c(F)c3)C(=O)C2C)cc1 (stereo not given)	28.2	0.0%	34.4%	4.2%	-17.4%	4.0%	4.0%	3.6%	1.2%	14.7%	0.2%
3	COc1ccc(N2CCN(C3CCCN(Cc4cccc(C)c4)C3)CC2)cc1 (stereo not given)	4.1	-3.1%	-0.3%	-36.1%	-3.8%	-1.1%	1.6%	-1.5%	-0.1%	?	0.2%
4	CC(C)(C)NC(=O)NC(=O)CSc1nnc(COc2ccccc2Cl)o1	-0.2	0.1%	2.8%	-12.5%	9.3%	-3.6%	-2.6%	5.5%	-1.9%	-0.6%	0.0%
5	COCCCNC(=O)CC1C[C@H](C(=O)N2CCOCC2)[C@@]2(CCC3CCCC3)c3[nH]c4ccc(OC)cc4c3CCN2C1=O (stereo not given in full)	nt	-0.6%	0.5%	-41.1%	6.2%	4.9%	14.9%	0.4%	0.7%	1.1%	0.2%
6	CCCCC1=C([O-])C2N=CC=CC2=[N+](c2ccccn2)C1=O (stereo not given)	1.9	-3.0%	-10.5%	1.9%	-0.7%	1.4%	-1.1%	1.2%	4.7%	-10.0%	-0.7%
7	COc1ccc(C)cc1NC(=O)CSc1ccc(Cl)cc1	2.5	-1.6%	-0.6%	34.5%	-3.5%	2.6%	-1.9%	-0.8%	-0.5%	-7.6%	-2.3%
8	CCOc1ccc(CNC(=O)Cn2c(=O)c3cccn3c3ccccc32)cc1	-2.3	-4.3%	1.8%	?	3.7%	-2.3%	5.0%	0.0%	-2.6%	-17.6%	-0.6%
9	NC(N)=NCCCc1cn(CC(=O)N2CCNCC2)nn1	-2.7	-1.0%	0.9%	7.7%	10.5%	10.9%	-0.7%	-0.4%	-2.9%	-0.3%	-1.4%
10	COC(=O)Cc1csc(NC(=O)CSc2nnc3ccccn23)n1	-0.3	-2.1%	-8.9%	5.7%	-9.3%	11.4%	2.8%	-0.6%	0.4%	9.6%	0.1%
11	Cc1cc(NC(=O)Cc2csc(-c3ccccc3)n2)ccc1Br	11.9	-2.0%	-35.7%	-30.4%	-4.2%	6.1%	3.5%	2.0%	-12.4%	-3.8%	-0.2%
12	Cc1cc(C(F)(F)F)cc(NNC(=O)NC(=O)c2ccccc2Cl)n1	11.4	-7.3%	-0.2%	?	-16.1%	5.2%	0.2%	0.6%	-3.8%	-1.7%	-0.1%
13	O=C(NCC1CCN(Cc2cccc(Cl)c2)CC1)Nc1ccc(Cl)cc1	?	-9.1%	-4.7%	-68.3%[inhibitor]	0.5%	-12.9%	-8.8%	1.7%	-3.3%	5.7%	0.3%
14	CCOCCCNCC(=O)Nc1ccc(S(=O)(=O)NC(C)CC)cc1 (stereo not given)	-1.6	-2.2%	-4.7%	-32.4%	-1.2%	1.6%	-3.0%	-8.9%	-0.5%	-2.0%	0.5%
15	Cc1ccc(CNC(=O)CCS(=O)(=O)c2cccc3nsnc23)cc1	-0.8	-4.7%	3.7%	28.3%	-11.0%	0.9%	-2.8%	3.6%	-2.9%	1.3%	0.0%
16	Cc1ccc(Cl)cc1N1CCN(C(=O)c2ccc3c(c2)CCN3S(C)(=O)=O)CC1	10.3	nt	nt	nt	-3.5%	nt	-5.8%	-3.0%	nt	-2.0%	0.2%
17	O=C(NCCc1nnc2ccc(NCCCN3CCOCC3)nn12)c1ccccc1	0.4	1.3%	1.1%	-11.4%	-15.1%	4.4%	10.8%	3.3%	2.5%	1.9%	-0.6%
18	CC(C)c1ccc(NC(=O)C(c2ccccc2)N(C)C(=O)c2cnccn2)cc1 (stereo not given)	29.8	-2.2%	0.9%	7.8%	3.3%	3.0%	-8.4%	-9.1%	4.2%	-4.8%	0.4%
19	N#Cc1ccc[n+](CC(=O)c2ccc(NC(=O)c3ccccc3)cc2)c1	0.3	-0.6%	39.4%	-1.3%	0.7%	6.7%	2.5%	-0.5%	-0.7%	-0.3%	3.8%
20	CCOC(=O)c1c(C)c(-c2ccccc2)n(CC(=O)NCCC(C)C)c1C	10.5	0.1%	-11.6%	5.5%	-11.3%	-17.5%	-1.5%	1.0%	0.6%	14.2%	-0.2%
21	Cc1nc2ncnn2c(C)c1CCC(=O)N1CCN(c2ccccn2)CC1	4.8	-0.7%	3.8%	9.7%[7.66 µM]	23.5%	0.8%	-5.8%	2.2%	-0.3%	-4.2%	-0.2%
22	O=C(c1ccccc1)c1ccc(C(=O)N2CCN(c3ccccc3Cl)CC2)cc1	5.6	0.7%	-12.2%	11.9%	5.9%	18.8%	-2.8%	3.3%	-2.8%	-6.9%	0.1%
23	COC(=O)c1ccc(OC)c(CSc2nnc(COc3ccc(OC)cc3)o2)c1	25.6	-3.6%	-28.4%	-35.6%	-10.8%	-3.0%	14.2%	0.5%	-2.0%	-7.5%	0.0%
24	O=C(Nc1ccc(CN2CCOCC2)cc1)c1ccc(-c2ccc(Cl)cc2Cl)o1	8.5	0.7%	-46.8%	-58.6%[inhibitor]	-2.2%	-3.3%	-8.9%	6.6%	-18.7%	-4.3%	-0.1%
25	O=C(OCC(=O)N1CCCC1)c1cc(=O)c2ccccc2o1	nt	-3.6%	5.6%	4.7%	5.8%	-5.4%	?	1.3%	3.3%	0.5%	0.1%
26	CCOc1ccc(S(=O)(=O)N2CCC(C(=O)NCc3cccnc3)CC2)cc1	-4.3	0.7%	-11.9%	0.0%	-6.5%	7.8%	2.2%	0.7%	-0.3%	12.2%	-0.6%
27	Cc1ccc(NC(=O)C(=O)Nc2ccc(C)cn2)nc1	-4.5	-3.1%	42.2%	17.1%	4.6%	-1.9%	?	-3.0%	0.8%	3.3%	0.0%
28	CC(=O)c1cccc(Nc2ccc(-c3ccccc3F)nn2)c1	25.9	-3.2%	11.2µM*	1.1%	-2.4%	2.4%	12.7%	0.9%	-2.3%	10.3%	-0.1%
29	Cc1ccc2[nH]c(=O)c(CN(CC3CCCO3)S(=O)(=O)c3c(C)ccc4nsnc34)cc2c1 (stereo not given)	1.0	-7.7%	-24.1%	-11.3%[7.66 µM]	11.1%	nt	-1.2%	-1.9%	-5.3%	-8.0%	-0.5%
30	COc1cc(C(=O)NCc2cc(C)nc3ccccc23)cc(OC)c1OC	7.4	-0.2%	-38.4%	0.0%	-3.8%	0.0%	7.5%	4.6%	-3.2%	2.4%	0.3%
31	CC/C(=N\OC(=O)c1ccc(OC(C)C)cc1)c1ccc(C)cc1	0.3	-0.2%	-7.2%	21.2%	-27.6%	0.3%	10.9%	-0.9%	14.0%	1.1%	0.3%
32	COC(=O)[C@]1(C)N[C@H](CN(C)C(=O)c2ccc(F)cc2)[C@@H]2C(=O)N(Cc3ccccc3)C(=O)[C@@H]21	nt	-7.4%	0.4%	-15.3%	-2.8%	16.7%	-0.4%	1.1%	-1.3%	-3.8%	-1.0%
33	CCOC(=O)C1CCN(C(=O)CCNC(=O)c2ccccc2OC)CC1	nt	1.4%	2.1%	10.5%	nt	-1.4%	nt	nt	6.7%	nt	nt
34	CC(C(=O)c1ccc(-c2ccccc2)cc1)[n+]1cccc(NC(=O)c2ccccc2)c1 (stereo not given)	-1.0	-1.8%	-6.5%	-23.2%	9.5%	1.5%	-2.8%	-1.5%	-10.8%	-4.7%	-0.2%
35	Cc1ccccc1N1CCN(CCCN2C(=O)C3CCCCN3C2=O)CC1 (stereo not given)	1.5	6.6%	22.7%	22.7%	-4.6%	-1.0%	0.6%	0.2%	-1.7%	nt	-0.1%

Assay outcomes: PubChem BioAssay, National Center for Advancing Translational Sciences (NCATS)
